# K1F lysis inhibition: inhibition of K1F phage lysis, E. coli UTI89, bacterial capsule biogenesis inhibitors, alamar blue (AID 488966); E. coli UTI89 K1F phage lysis, alamar blue, 2 h; higher % means a stronger effect; one-dose inhibition, % at 100 µM; IC50 in µM for titrated hits; hit rate 0.02% among 340,000;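 active = phage lysis inhibition, versus mean bacterial control, above a set limit; inconclusive = no clear call, values can overlap the other calls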;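 note: capsule biogenesis inhibitors block K1F phage lysis so surviving cells raise fluorescence; higher fluorescence means more inhibition of phage lysis; actives were called in the ten point dose series up to 300 µM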
# Myeloid diff MLP: induction of myeloid progenitor differentiation, primary screen, cell-based, flow cytometry, MLPCN library; hit rate 1% among 360,000; calls only at 10 µM; ER-HoxA9 myeloid progenitors, lysozyme-GFP differentiation;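 active = normalized GFP-positive differentiation at or above the plate's own cutoff, the solvent-only control mean plus 3 SD; inconclusive = no clear call, values can overlap the other calls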;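 note: cells exposed to compound for four days before flow analysis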
# Myeloid diff MLP GFP+ MAC1+ %: further read-out of Myeloid diff MLP, marked with its call; GFP+ MAC1+ double positive, %; measured here: differentiation confirmed by MAC1 staining
# The depositor's hits bear a star; i = inactive; ? = inconclusive; . = not tested or not shown; [ ] = dose if it differs, or a comment.
SMILES,K1F lysis inhibition,Myeloid diff MLP,Myeloid diff MLP GFP+ MAC1+ %
CCOc1ccccc1OCCCC(=O)N1CCN(S(=O)(=O)c2ccc(C)cc2C)CC1,0.1%[50 µM],i,0.1
CCOc1ccc(OCCCC(=O)N2CCN(S(=O)(=O)c3ccc(Cl)cc3)CC2)cc1,0.3%[50 µM],i,0.7
COc1cc(OC)c(C(=O)OCC(=O)Nc2ccc(N3CCOCC3)cc2)cc1OC,-1.5%,i,0.5
O=C(C[C@@H]1C/C=C\C[C@H](Cc2ccc(F)cc2)C(=O)OCCNC1=O)NCCO,1.1%,i,1.9
CCCCCc1ccc(-c2cn(Cc3ccc([N+](=O)[O-])cc3)nn2)cc1,1.1%,i,0.6
O=C(NC1CCS(=O)(=O)C1)c1ccccc1Cl (stereo unspecified),0.7%[50 µM],i,0.9
CCC(=O)c1ccc(OCC(=O)Nc2ccccc2C(=O)N2CCCCC2)cc1,1.3%[50 µM],i,1.1
O=C(COc1cccc(C(F)(F)F)c1)NCC(c1ccco1)N1CCCCC1 (stereo unspecified),1.5%[50 µM],i,0.4
COc1ccccc1NS(=O)(=O)c1cccc(C(=O)NC2CCN(Cc3ccccc3)CC2)c1,0.3%[50 µM],i,2.1
O=c1[nH]c(=S)[nH]c2nc(-c3ccccc3)cnc12,0.0%,i,0.4
Cc1ccccc1C(C)NC(=O)COC(=O)Cn1cc(C(F)(F)F)ccc1=O (stereo unspecified),0.1%[50 µM],i,0.3
COc1ccc(CCNC(=O)C(=O)NCC2CCCN2S(=O)(=O)c2cc(C)ccc2C)cc1 (stereo unspecified),0.6%[50 µM],i,0.7
COc1ccc(CC(=O)OCC(=O)Nc2ccc(F)cc2)cc1,1.4%[50 µM],i,0.4
Cc1ccc(N2CC(C(=O)Nc3ccccc3C(=O)NC3CCCCC3)CC2=O)cc1C (stereo unspecified),-0.5%,i,2.2
COc1ccc(NS(=O)(=O)c2cccc(C(=O)O)c2)cc1S(=O)(=O)N1CCOCC1,0.3%[50 µM],i,0.7
CC(C)CN1C(=O)C(=O)N(CC(=O)N2c3ccccc3NC(=O)CC2C)C1=O (stereo unspecified),0.2%[50 µM],i,0.7
Cc1cccc(N(C)C(=O)c2cnn(-c3ccccc3)c2C)c1,0.0%,i,0.8
COc1cccc(NC(=O)COC(=O)CCSc2ccccc2)c1,-1.8%,i,0.3
C(=N\N=C\c1ccncc1)/c1ccncc1,1.7%,i,1.7
CCCCn1c(N)c(N(CCOC)C(=O)CSc2nnc(C)n2-c2ccc(OC)cc2)c(=O)[nH]c1=O,0.1%[50 µM],i,0.5

# Limited to Myeloid diff MLP GFP+ MAC1+ %, for six of the compounds above:
SMILES	Myeloid diff MLP GFP+ MAC1+ %
COc1cccc(NC(=O)COC(=O)CCSc2ccccc2)c1	0.3
CCOc1ccc(OCCCC(=O)N2CCN(S(=O)(=O)c3ccc(Cl)cc3)CC2)cc1	0.7
CC(C)CN1C(=O)C(=O)N(CC(=O)N2c3ccccc3NC(=O)CC2C)C1=O (stereo unspecified)	0.7
O=C(NC1CCS(=O)(=O)C1)c1ccccc1Cl (stereo unspecified)	0.9
C(=N\N=C\c1ccncc1)/c1ccncc1	1.7
CCCCCc1ccc(-c2cn(Cc3ccc([N+](=O)[O-])cc3)nn2)cc1	0.6

# Next results follow.
SMILES,K1F lysis inhibition,Myeloid diff MLP,Myeloid diff MLP GFP+ MAC1+ %
CN(C)C(=O)c1cnc(-c2ccccc2)nc1-c1ccccc1,0.3%,i,0.2
CCc1nc(SCC(=O)N2CCc3cc(OC)c(OC)cc3C2)c(C#N)cc1C,-0.3%,i,0.8
CCCCC(=O)Nc1c(-c2ccc(OC)c(OC)c2)c(=O)c2ccccc2n1C,-0.2%,i,0.4
COC(=O)C1=C(C)NC(C)=C(C(=O)OC)C1C(=O)OCC(=O)c1ccc(Br)cc1,0.1%[50 µM],i,0.5
CC(=O)C[C@H](O)CC(=O)[C@@H]1OC(=O)[C@@H](C)C/C=C\Cc2ccccc21,-0.1%,i,0.7
COc1cccc(C(=O)Nc2ccc(S(=O)(=O)N3CCN(C)CC3)cc2)c1,0.2%,i,0.5
CCOc1ccc(NC(=O)COC(=O)C2CCC(=O)N2)c([N+](=O)[O-])c1 (stereo unspecified),0.8%[50 µM],i,1.3
CCOC(=O)c1cc(-c2ccccc2C)n(CC2CC(c3ccc(OC)cc3)=NO2)n1 (stereo unspecified),-5.7%,i,2.4
CC(=O)Nc1ccc(S(=O)(=O)NCCC(=O)Nc2cc(C)ccn2)cc1,0.5%[50 µM],i,0.8
COc1ccc2c(CC(=O)OCC(=O)Nc3ccc(C)cc3)coc2c1,0.2%[50 µM],i,0.5
C=CC[C@@H](CC(=O)N[C@H](CO)Cc1ccccc1)C(=O)N[C@@H](COC(=O)[C@@H](CC=C)CC(=O)OC(C)(C)C)Cc1c[nH]c2ccccc12,1.8%,i,1.5
CC(C)CN1CCC(=O)NC1=S,2.8%,i,0.6
CCOc1ccc(NC(=O)CN(C)C(=O)c2ccccc2OCc2c(C)noc2C)cc1OCC,0.7%[50 µM],i,0.8
COc1cc(/C=N/NC(=O)c2cc(-c3cccc(OC(C)C)c3)nc3ccccc23)ccc1O,-1.3%,i,1.2
O=S(=O)(c1ccc(=S)[nH]c1)N1CCCCC1,0.6%[50 µM],i,0.5
Cc1ccc(N(CCC#N)C(=O)CSc2nc3ccccc3c(=O)[nH]2)cc1,-1.0%,i,0.9
Cc1cccc(C)c1NC(=O)CNC(=O)c1ccc2ccccc2n1,0.7%[50 µM],i,0.6
CN(C(=O)CSc1nc2ccccc2c(=O)n1-c1ccc(F)cc1)C1CCS(=O)(=O)C1 (stereo unspecified),0.4%[50 µM],i,0.9
CCN(CC(=O)Nc1ccc(OC)cc1)C(=O)c1oc2c(Cl)cccc2c1C,1.4%[50 µM],i,0.4
COc1cccc(NC(=O)CN(C)C(C)C(=O)N2CCCC2)c1 (stereo unspecified),-0.4%,i,1.1

# 3 consecutive entries already listed:
SMILES,K1F lysis inhibition,Myeloid diff MLP,Myeloid diff MLP GFP+ MAC1+ %
CCOc1ccccc1OCCCC(=O)N1CCN(S(=O)(=O)c2ccc(C)cc2C)CC1,0.1%[50 µM],i,0.1
CCOc1ccc(OCCCC(=O)N2CCN(S(=O)(=O)c3ccc(Cl)cc3)CC2)cc1,0.3%[50 µM],i,0.7
COc1cc(OC)c(C(=O)OCC(=O)Nc2ccc(N3CCOCC3)cc2)cc1OC,-1.5%,i,0.5

# Other entries
SMILES,K1F lysis inhibition,Myeloid diff MLP,Myeloid diff MLP GFP+ MAC1+ %
Cc1ccc(C(C)C)cc1OCC(=O)Nc1ccc(-n2cnnn2)cc1,-0.2%[50 µM],i,1.2
COc1ccc([C@@]2(C(C)C)ON(c3ccccc3C(F)(F)F)C2=O)cc1,0.2%,i,1.4
Cc1c(C(=O)N2CCN(C(c3ccccc3)c3ccccc3)CC2)oc2ccccc12,1.0%[50 µM],i,0.6
CC(=O)O[C@H]1C(=O)[C@@]2(C)[C@H]([C@H](OC(=O)c3ccccc3)[C@]3(O)C[C@H](OC(=O)[C@H](O)[C@@H](NC(=O)c4ccccc4)c4ccccc4)C(C)=C1C3(C)C)[C@]1(OC(C)=O)CO[C@@H]1C[C@@H]2O,2.8%,?,.
O=S(=O)(Nc1cccc(S(=O)(=O)N2CCCC2)c1)c1ccccc1F,0.5%[50 µM],i,0.5
O=C(CCCN1CCN(c2ccccn2)CC1)c1ccc(F)cc1,-0.8%,i,2.8
COc1ccc(S(=O)(=O)N(C)C[C@H]2Oc3ccc(NS(=O)(=O)c4cn(C)cn4)cc3C(=O)N([C@H](C)CO)C[C@@H]2C)cc1,1.1%,i,2.0
COc1ccc(C(=O)NC(C)c2ccncc2)cc1S(=O)(=O)N(C)Cc1ccccc1 (stereo unspecified),-0.2%[50 µM],i,1.0
COc1ccc2nc(C)cc(Nc3ccc(C)cc3)c2c1,-0.1%,i,0.1
CCOc1ccc(S(=O)(=O)NCCC(=O)N2CC(C)OC(C)C2)cc1 (stereo unspecified),0.6%[50 µM],i,0.6
CCOC(=O)C1=CNS(=O)(=O)NC1CCc1ccccc1 (stereo unspecified),0.0%,i,0.7
NCC1CCC(C(=O)Oc2ccc(CCC(=O)O)cc2)CC1 (stereo unspecified),-4.0%,i,2.3
CC(=O)c1ccc(S(=O)(=O)N2CCN(C(=O)c3ccc(N)c([N+](=O)[O-])c3)CC2)cc1,1.1%[50 µM],i,0.8
COC(=O)c1ccc(NC(=O)Cn2nc(C)c3ccccc3c2=O)cc1,0.4%,i,0.9
Cn1c(-c2ccc(F)cc2)cc2onc(-c3ccccc3Cl)c2c1=O,0.1%,i,1.7
CC1(C)NC(=O)N(CC(=O)OCC(=O)c2ccc(Cl)s2)C1=O,-2.7%,i,1.2
O=C(COC(=O)c1ccc(CO)cc1)Nc1ccc2ccccc2c1,11%[50 µM],i,0.6
COc1ccc(NS(=O)(=O)c2cccc(C(=O)N3CCCCCCC3)c2)cc1,0.5%[50 µM],i,1.0
CC(C)C[C@H]1CNC(=S)N1CC1CCCN1C[C@H](Cc1ccccc1)N1C[C@H](Cc2ccc(O)cc2)N(CC2CCCCC2)C1=S (stereo partly specified),0.4%,i,0.1
CCc1cc(C(=O)Nc2cc(S(=O)(=O)N3CCOCC3)ccc2N2CCN(CC)CC2)sc1C,0.9%[50 µM],i,1.2
c1ccc(CSCc2ccccc2)cc1,-0.2%,i,3.1
CCCc1cc2c(cc1NC(=O)Cc1ccccc1)OCO2,?,i,1.9
O=C(COCc1ccccc1)N[C@@H]1c2ccccc2CC[C@@H]1OCc1ccccc1,-0.3%,?,.
COc1ccc([N+](=O)[O-])cc1NC(=O)C(C)OC(=O)Cc1ccc(OC)c(OC)c1 (stereo unspecified),0.4%[50 µM],i,0.9
C=C1C(=O)OC2C=C(CO)C3OC3C3OC3(C)CC(OC(=O)/C(=C/C)COC(C)=O)C12 (stereo unspecified),1.8%,?,.
O=C(NCC1CC1)c1cccc2c1C(=O)c1ccc(N3CCCC3)cc1S2(=O)=O,0.2%,i,1.4
COC(=O)[C@@]1(C)[C@H]2C(=O)N(C)C(=O)[C@H]2[C@H]2CN=C(SCc3ccc(C#N)cc3)N21,0.3%,i,0.6
O=C1C=C(c2ccccc2C(F)(F)F)C[C@@H](c2ccc3c(c2)OCO3)C1,0.3%,i,1.7
CCCN(Cc1nnc(-c2ccccc2Cl)o1)C(=O)c1ccc(C)c(S(=O)(=O)N2CCOCC2)c1,0.5%[50 µM],i,0.3
CC(C)CC(=O)Nc1nnc(S(=O)(=O)Nc2ccccc2)s1,0.2%,i,0.8
COc1ccccc1C(=O)Nc1ccc(OCC(=O)N2CC(C)OC(C)C2)cc1 (stereo unspecified),1.8%[50 µM],i,0.8
CCCC(NC(=O)C(C)Sc1nnnn1C1CC1)c1ccccc1 (stereo unspecified),0.6%[50 µM],i,0.3
CCN(C[C@H]1N[C@@](Cc2ccccc2)(C(=O)OC)[C@H]2C(=O)N(C)C(=O)[C@@H]12)C(=O)c1ccc(C(C)(C)C)cc1,-0.1%,i,2.0
O=C(CCCCC(=O)OCC1CCCO1)OCC1CCCO1 (stereo unspecified),1.4%,i,1.9
CCN(CC)C(=O)/C=C/c1ccccc1,0.7%,i,1.1
COc1c(C=NNC(N)=O)c(OC)c(OC)c2c1CCO2,-2.8%,i,1.3
COc1ccc(-c2csc(NC(=O)CS(=O)(=O)c3ccc(F)cc3)n2)cc1OC,0.6%[50 µM],i,0.7
Cc1cc(Br)ccc1NC(=O)CN(C)C(=O)C1=COCCO1,0.5%[50 µM],i,0.2
Cc1ccc(C(=O)NCC(=O)OCCOc2ccccc2Cl)cc1,0.0%[50 µM],i,1.6
Cc1ccc(S(=O)(=O)NCc2ccccc2)cc1C(=O)NCCc1ccc(S(N)(=O)=O)cc1,0.8%[50 µM],i,0.3
O=C(OCC(=O)N1N=C(c2ccc(Cl)cc2)CC1c1ccco1)c1cncc(Br)c1 (stereo unspecified),-0.8%,i,0.6
O=c1c2ccccc2oc2cc(C#CC3(O)CCCCC3)ccc12,-0.7%,i,1.4
c1ccc(CC[C@@H]2CC[C@@H](CCc3ccccc3)N2)cc1,1.4%,i,0.2
N#Cc1ccc(OCC(=O)Nc2ccc(N3CCCC3)cc2)cc1,1.0%[50 µM],i,0.6
COc1ccc([C@H]2CC(=O)C=C(c3ccc(Cl)cc3C)C2)cc1,1.7%,i,0.1
COc1ccccc1N(C)S(=O)(=O)c1ccc(C(=O)Nc2cccc(S(=O)(=O)N3CCOCC3)c2)cc1,0.9%[50 µM],i,1.0
O=C(CN1CCN(CC(=O)Nc2ccc(OCc3ccccc3)cc2)CC1)Nc1ccc(F)cc1,4.2%,i,5.5
CSc1ccc(C2NC(=O)c3ccccc3N2)cc1 (stereo unspecified),1.1%,i,0.5
Cc1ccc(S(=O)(=O)N2CCOCC2)cc1NC(=O)COc1ccccc1Cc1ccccc1,1.6%,i,0.7
COc1cc(Cl)c(C)cc1NC(=O)CSC1=NCCS1,-0.2%[50 µM],i,0.5
c1ccc2c(c1)-c1nc3ccccc3cc1C2N1CCOCC1 (stereo unspecified),-0.6%,i,0.5
CC1CCCC(C)N1C(=O)COC(=O)c1cc(S(=O)(=O)N2CCOCC2)ccc1Cl (stereo unspecified),0.9%[50 µM],i,0.6

# Profiles as entered above. Values in the order: K1F lysis inhibition	Myeloid diff MLP	Myeloid diff MLP GFP+ MAC1+ %
# COC(=O)C1=C(C)NC(C)=C(C(=O)OC)C1C(=O)OCC(=O)c1ccc(Br)cc1 reads 0.1%[50 µM]	i	0.5
# O=c1c2ccccc2oc2cc(C#CC3(O)CCCCC3)ccc12 reads -0.7%	i	1.4

# Some of the compounds tested. The share of hits here may be higher or lower than overall.
